Screening data as filed in PubChem BioAssay.
TCR activator = activators of T cell receptors | primary human leukocytes, anti-CD3, IL-2 HTRF, 48 h | Potency, µM (top dose mostly 9.22 µM), without a hit: at the highest dose activation of IL-2 secretion, usual class: activators | 330,000 tested, under 10 active | AID 504894; further: % of control where 0% means no effect
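Human primary leukocytes + a-CD3 beads + cpd, 48 hr; IL-2 in supernatant by HTRF (ex 320nm / em 665nm). No co-stimulatory signal supplied.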
TSHR antagonist = blocks TSH signaling through the human TSH receptor. P16473. TSHR-expressing cells, TSH-stimulated cAMP HTRF, 2 h; active compounds read low. activity change, negative = inhibition, % at 11.5 µM. hit rate 0.2% among 330,000. AID 504810;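 active means activity change below a set negative limit, meaning inhibition stronger than a set level, cut at about -70% in these data; inconclusive means activity change between two set negative limits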; further: on the % scale 0 is the no-effect control and ±100 the full control effect
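Freshly harvested TSHR cells receive pin-tooled compound, then EC80 TSH at 4nM final. After 2 hours at 37 deg C, antibody in lysis buffer and cAMP-d2 are added; 30 minutes at ambient temperature precede the HTRF read.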
ELG1 repair inh = inhibitors of ELG1-dependent DNA repair in HEK293T cells; hit rate 2.3% among 330,000; Potency, µM (top dose mostly 46.1 µM), for the others: at the highest dose activity change, negative = inhibition, most hits filed as inhibitors; HEK293T ELG1-luciferase reporter, luminescence, 16 h; DNA damage induced by 5-fluorouridine; AID 504467; further: potency means the concentration at half of the fitted maximal effect; on the % scale 0 is the no-effect control and ±100 the full control effect; nearly all actives have a fitted effect of over 55% in size
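HEK293T cells expressing luciferase-tagged ELG1 (2,000/well) received 5-Fluorouridine plus compound or DMSO for 16 hr at 37 °C. Luciferase was read by ONE-Glo luminescence after 30 min at room temperature.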
Eya2 inh = blocks the phosphatase activity of human Eya2; O00167; recombinant Eya2, OMFP fluorescence dephosphorylation (OMFP is methylfluorescein phosphate); Potency, µM (series often up to 76.9 µM), for the others: at the top dose activity, negative = inhibition, usual class: inhibitors; hit rate 0.006% among 330,000; AID 488837; further: potency means the concentration at half of the fitted maximal effect; on the % scale 0 is the no-effect control and ±100 the full control effect
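Eya2 (0.2 uM) preincubated 10 min at ambient with compound, then OMFP substrate added at 50 uM; 10 min reaction in 50 mM HEPES pH 7.5, 50 mM NaCl, 5 uM MgCl2, 0.05% BSA, 1 mM DTT. Fluorescence read at Ex 485/Em 525 nm.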
B2AR arrestin = beta2AR (human) beta-arrestin recruitment activity. P07550. beta-arrestin recruitment to beta2AR, cell-based reporter. Potency, µM (top dose mostly 46.1 µM), without a hit: at the highest dose activation, hits mostly activators. hit rate 0.02% among 330,000;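 further: potency means the concentration at half of the fitted maximal effect; 0% = DMSO controls and full agonism = EC100 isoproterenol or metaproterenol; nearly all actives have a fitted effect of over 65% in size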
Tb PFK block = T. brucei PFK enzyme inhibition; Potency, µM (highest dose often 57.5 µM), without a hit: at the top dose activity, negative = inhibition, actives largely listed as inhibitors; T. brucei PFK, ADP-Glo luminescence; hit rate 0.17% among 330,000; O15648; AID 485367;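 further: potency means the concentration at half of the fitted maximal effect; 0% = uninhibited 1x PFK enzyme wells and -100% = no-enzyme wells; nearly all actives have a fitted effect of over 60% in size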
Target sequence (O15648 whole entry, looked up): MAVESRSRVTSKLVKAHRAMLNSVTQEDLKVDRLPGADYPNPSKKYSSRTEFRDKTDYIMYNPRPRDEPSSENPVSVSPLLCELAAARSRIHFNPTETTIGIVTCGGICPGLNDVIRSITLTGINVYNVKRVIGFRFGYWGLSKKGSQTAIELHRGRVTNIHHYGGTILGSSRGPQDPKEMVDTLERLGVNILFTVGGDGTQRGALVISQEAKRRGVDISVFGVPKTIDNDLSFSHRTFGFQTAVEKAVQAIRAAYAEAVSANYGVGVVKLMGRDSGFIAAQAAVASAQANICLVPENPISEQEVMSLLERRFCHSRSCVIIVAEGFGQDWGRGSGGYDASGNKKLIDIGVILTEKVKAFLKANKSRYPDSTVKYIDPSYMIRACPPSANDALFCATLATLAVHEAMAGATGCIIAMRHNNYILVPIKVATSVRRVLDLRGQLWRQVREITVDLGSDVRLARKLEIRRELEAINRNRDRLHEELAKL
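Compounds were pin-transferred as a titration series up to 57 uM into substrate buffer (0.5 mM F6P, 0.1 mM ATP, pH 8.0), then 1.25 nM PFK was added and reactions ran 45 min before ADP-Glo detection.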
Mito fusion yeast = inhibitors of mitochondrial division or activators of mitochondrial fusion; S. cerevisiae fusion-defective mutant growth rescue, CellTiterGlo 48 h; Potency, µM (doses to about 46.1 µM), for the others: at the highest dose growth rescue (activation), hits mostly activators; hit rate 0.23% among 320,000; AID 485298;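 further: potency means the concentration at half of the fitted maximal effect; % of control where 0% means no effect; nearly all actives have a fitted effect of over 45% in size; temperature-sensitive fusion mutants such as fzo1-1 at 37 °C on non-fermentable ethanol glycerol medium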
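Yeast fusion mutant, YPEG (non-fermentable carbon), compound, 48 h at 37C non-permissive; CellTiterGlo added, 10 min RT, luminescence read. Rescued growth = division inhibition.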
uPA generation = blocks generation of uPA at the cell surface; cell surface uPA generation assay, qHTS; Potency, µM (series often up to 38.3 µM), for the others: at the top dose activity change, negative = inhibition, usual class: inhibitors; hit rate 0.31% among 330,000; AID 540303; active means well fitted inhibition curve with a large enough effect; inconclusive means small, poorly fitted or top-dose-only effect; inactive means no such curve, though single readings can be large or run the other way; tested in mouse RAW 264.7 cells; further: potency means the concentration at half of the fitted maximal effect; on the % scale 0 is the no-effect control and ±100 the full control effect; nearly all actives have a fitted effect of over 55% in size
TSG101-PTAP inh = blocks PTAP/TSG101 interaction to inhibit HIV-1 budding; Q99816; 340,000 tested, under 10 active; Potency, µM (doses to about 115 µM), for the others: at the top dose activity change, negative = inhibition, usual class: inhibitors; Fluorescence polarization, FITC-PTAP peptide / Tsg101 binding; active means well fitted inhibition curve with a large enough effect in the main read-out, with a control signal flat, not every such curve was filed as active; inconclusive means small, poorly fitted or top-dose-only effect, or effect the other way, or a change in a side signal; inactive means no such curve, though single readings can be large or run the other way; further: potency means the concentration at half of the fitted maximal effect; % of control where 0% means no effect
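Steps: Tsg101 binding domain dispensed (10 uM final), compounds pinned in DMSO, FITC-labeled PTAP-motif peptide added (50 nM final); after 20 min binding at room temperature, polarization measured.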
Chronic BCR inh = inhibitors of chronic active B-cell receptor signaling; ABC-DLBCL IkBa-CBG/CBR reporter, luminescence ratio, 4 h; Potency, µM (doses to about 46.1 µM), for the others: at the highest dose ratio change, negative = lower green/red ratio, most hits filed as inhibitors; hit rate 0.05% among 340,000; active means well fitted inhibition curve with a large enough effect in the signal ratio, with a control signal flat, not every such curve was filed as active; inconclusive means small, poorly fitted or top-dose-only effect, or effect the other way, or a change in a side signal; the % refers to the signal ratio;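 further: potency means the concentration at half of the fitted maximal effect; plate controls were basal doxycycline-induced cells for no effect and cells given 10 µM MG132 for full effect; MG132 reads +100%, hits lower the ratio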
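TMD8 ABC-DLBCL cells carrying doxycycline-inducible green luciferase fused to IkappaBalpha plus unfused red luciferase were exposed to compounds (up to 46 uM) for 4 hrs at 37C. Activity came from the overlap-corrected green/red luminescence ratio.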
USP2a block = USP2a (human) protease inhibition. Potency, µM (doses to about 38.3 µM), for the others: at the top dose activity change, negative = inhibition, most hits filed as inhibitors. USP2 core, Ub-CHOP2 coupled fluorogenic reporter, 485/531. hit rate 0.01% among 330,000. O75604. AID 463254;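 further: potency means the concentration at half of the fitted maximal effect; plate controls were DMSO wells for no effect and full inhibition by NEM control for full effect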
Target sequence (O75604 whole entry, looked up): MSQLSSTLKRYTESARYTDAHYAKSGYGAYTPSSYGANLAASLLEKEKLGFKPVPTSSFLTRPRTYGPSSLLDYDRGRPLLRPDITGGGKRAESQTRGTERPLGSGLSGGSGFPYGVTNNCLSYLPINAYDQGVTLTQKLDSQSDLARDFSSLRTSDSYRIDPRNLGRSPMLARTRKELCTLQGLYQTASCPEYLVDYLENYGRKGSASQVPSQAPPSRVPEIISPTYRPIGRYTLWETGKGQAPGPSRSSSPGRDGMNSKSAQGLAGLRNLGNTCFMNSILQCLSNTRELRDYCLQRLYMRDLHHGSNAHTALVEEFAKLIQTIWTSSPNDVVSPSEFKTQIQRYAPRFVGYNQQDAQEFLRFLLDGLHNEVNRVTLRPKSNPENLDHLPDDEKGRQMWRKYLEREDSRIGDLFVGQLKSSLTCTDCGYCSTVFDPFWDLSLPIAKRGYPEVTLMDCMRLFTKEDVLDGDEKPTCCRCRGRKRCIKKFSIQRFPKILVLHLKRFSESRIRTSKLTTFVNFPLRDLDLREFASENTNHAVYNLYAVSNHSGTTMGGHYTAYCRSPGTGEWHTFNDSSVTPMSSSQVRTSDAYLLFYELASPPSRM
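Deubiquitinase activity read as fluorescence (485/531 nm) after Ub-CHOP2 cleavage activates the enterokinase reporter on its substrate; USP2 core 10nM, Ub-CHOP2 and substrate 25nM each, 30min compound preincubation then 60min RT; data normalized to NEM, curves fitted.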
The depositor's hits bear a star; ? = inconclusive; · = not tested or not shown; [ ] = another dose, or the depositor's remark. Unless noted, the call rests on the fitted dose curve; in most records, active means well fitted curve in the direction sought with a large enough effect; inconclusive means small, poorly fitted or top-dose-only effect, or another doubt; inactive means no such curve, though single readings can be large; an effect the other way counts as inactive or inconclusive.

SMILES	TCR activator	TSHR antagonist	ELG1 repair inh	Eya2 inh	B2AR arrestin	Tb PFK block	Mito fusion yeast	uPA generation	TSG101-PTAP inh	Chronic BCR inh	USP2a block
N#Cc1cc2c(nc1SCC(O)CS(=O)(=O)Cc1ccc(Cl)cc1)CCCC2 (configuration not stated)	1.1%	-8.2	?	-2.0%	-0.7%	1.6%	0.0%	-3.3%	-5.2%	-0.6%	-8.9%
O=C(N/C(=C\c1cn(-c2ccccc2)nc1-c1ccc(Cl)cc1)C(=O)N1CCOCC1)c1ccccc1	1.3%[46.1 µM]	6.0	11.6%	-6.8%	-0.7%	10.2%	-5.5%	·	·	?	7.7%
Cc1cc2n(n1)C(c1ccc(O)cc1)Nc1ccccc1-2 (configuration not stated)	5.2%	2.9	2.8%	1.6%	-0.1%	-2.6%	0.5%	-2.0%	-12.6%	0.4%	0.9%
O=C(NCc1cccnc1)Nc1ccc(Cl)cc1	1.2%	-7.6	?	0.3%	-0.1%	?	-0.6%	1.3%	1.2%	-1.6%	-0.5%
O=C(CCC(=O)N1CCSc2ccccc21)NCc1ccccc1	3.2%	13.7	20.5%	6.8%	0.1%	0.5%	-1.3%	2.6%	-1.2%	-5.6%	0.3%
COc1ccc(NC(=O)CN(C)CC(=O)Nc2cccc3ccccc23)c(OC)c1	2.5%	-8.5	-4.0%	-21.1%	-0.2%	3.6%	-5.2%	0.5%	-3.7%	-6.6%	-0.6%
CCOc1ccc(C(=O)c2cc3ccc(O)cc3oc2=O)cc1	-2.4%	5.1	16.3%	-1.2%	0.2%	-2.9%	1.8%	-13.4%	-3.0%	?	2.4%
COc1ccc(NC(=O)N/C=C/c2ccc(Cl)cc2)cc1	4.4%	-9.0	-13.8%	12.7%	-0.1%	-8.6%	1.2%	2.1%	1.3%	-0.1%	6.7%
CNC(=O)NC(=O)CSc1ccc(S(=O)(=O)N(C)C2CCCCC2)cn1	-5.0%	-2.3	17.6%	-10.8%	-0.1%	-6.5%	1.6%	-1.5%	-1.8%	8.8%	0.4%
CC(/C=N/N1CCN(c2ccccc2)CC1)=C\c1ccccc1	-1.7%	8.2	?	-0.6%	0.3%	1.2%	-2.0%	·	-3.8%	-4.7%	0.5%
COc1ccc(C(=O)Oc2ccc(-c3nnco3)cc2)cc1S(=O)(=O)N1CCOCC1	-3.8%	7.1	-21.4%	-10.4%	0.5%	-1.1%	-7.3%	-3.6%	-0.6%	-4.9%	-2.0%
c1ccc2[nH]c(CSc3nc4ccccc4o3)nc2c1	2.0%	-1.8	?	11.1%	-0.6%	-2.1%	7.5%	-2.1%	-8.2%	?	-0.5%
CCN1c2ccccc2-c2nc3ccccc3n2C1c1ccco1 (configuration not stated)	-1.2%	-8.9	-17.1%	4.4%	0.4%	-2.3%	-1.6%	1.7%	5.0%	6.5%	0.6%
O=C(CCn1c(=O)oc2cc(Cl)ccc21)Nc1ccc(O)cc1	15.4%	2.4	-18.5%	-1.7%	-0.3%	-6.8%	-3.1%	0.6%	-3.7%	-9.2%	0.0%
O=C(/C(=C/O)N=Nc1ccccc1)c1ccco1	8.0%	29.3	14.0%	13.6%	3.6%	0.7%	-1.6%	-0.2%	-2.8%	?	7.1%
Cc1ccc(C(C#N)c2ccc3c(C(F)(F)F)cc(C(F)(F)F)nc3n2)cc1 (configuration not stated)	-2.9%	-15.3	?	-8.7%	0.1%	3.5%	8.2%	1.5%	2.9%	-2.2%	0.0%
O=C(NCc1ccccc1)c1ccc(CS(=O)(=O)c2ccc(Br)cc2)o1	7.0%	0.2	?	-7.4%	0.5%	1.0%	-8.5%	3.0%	-6.4%	-8.1%	0.7%
Cc1cc(NC(=O)COc2nnc(-c3ccccc3)c3ccccc23)no1	-20.2%	-5.0	-5.5%	-1.9%	0.9%	-2.7%	-1.7%	-6.2%	1.4%	-0.7%	-1.1%
CCOc1nc(NCc2ccco2)nc(Nc2ccccc2F)n1	-5.9%[46.1 µM]	-14.6	?	-4.0%	3.5%	2.8%	7.7%	-2.8%	-6.2%	-14.9%	3.8%
COc1ccc(N2C(=O)CC(N(Cc3ccco3)C(=O)CCC(=O)O)C2=O)cc1 (configuration not stated)	6.6%	-2.5	-1.3%	3.7%	-1.0%	7.0%	2.0%	2.4%	2.5%	-5.8%	2.2%
N#Cc1c(N)nc2c(c1-c1cccc(O)c1)CCCCCC2	·	6.3	-5.1%	3.8%	-0.6%	-0.5%	2.4%	-2.2%	-1.7%	-0.3%	3.0%
O=C(COc1ccc(Br)cc1)NNC(=O)c1ccc(-n2cncn2)c([N+](=O)[O-])c1	·	6.1	8.6%	4.7%	0.7%	-6.9%	-3.6%	8.1%	-4.0%	-0.1%	-0.8%
O=C(NNC(=O)c1cc2ccccc2cc1O)NC1CCCCC1	0.9%	-5.7	13.6%	3.2%	0.2%	0.9%	-2.5%	5.5%	-3.1%	-0.5%	0.0%
CC(=O)Nc1cccc(NC(=O)CSc2nnc(NC(=O)c3ccco3)s2)c1	4.9%	0.8	?	5.5%	-0.5%	1.3%	3.1%	-16.7%	·	2.0%	-0.2%
CNS(=O)(=O)c1cc(NC(=O)c2cccc3cccnc23)ccc1C	-11.1%	-1.3	-23.3%	-7.9%	-0.3%	6.6%	6.3%	-5.8%	-4.5%	-27.2%	-2.4%

(further entries)
SMILES	TCR activator	TSHR antagonist	ELG1 repair inh	Eya2 inh	B2AR arrestin	Tb PFK block	Mito fusion yeast	uPA generation	TSG101-PTAP inh	Chronic BCR inh	USP2a block
CC(CNCC1CCCO1)COc1cccc2ccccc12 (configuration not stated)	-0.4%	-3.3	4.7%	-2.8%	-0.3%	0.7%	6.4%	4.9%	-0.3%	-24.4%	1.3%
O=C(NCc1ccc2c(c1)OCO2)c1nc(Cn2cc(Br)cn2)no1	-3.7%	3.4	7.1%	-12.1%	-0.5%	1.0%	12.3%	6.5%	-2.3%	-0.7%	1.4%
CCOC(=O)CCC(=O)Nc1ccc([N+](=O)[O-])cc1C	-2.0%	3.0	-13.9%	-5.4%	-0.4%	-1.6%	3.3%	-0.4%	-4.0%	7.7%	-2.3%
COc1ccc(C(CNC(=O)c2cc3c(s2)CCC(C)C3)N2CCCC2)cc1 (configuration not stated)	0.8%	4.6	?	22.2%	0.2%	0.0%	5.6%	3.9%	-2.4%	-11.7%	-0.6%
COc1ccc(C)cc1S(=O)(=O)N1CCCC(C(=O)N2CCN(c3ccccc3)CC2)C1 (configuration not stated)	2.4%	?	?	-3.3%	0.1%	12.3%	2.5%	-1.3%	-4.7%	?	-2.2%
Brc1ccc2c(c1)C(c1cccs1)=NNC(c1cccnc1)=N2	-2.7%	-14.3	-2.1%	9.7%	-0.3%	2.6%	2.2%	1.1%	-1.2%	5.8%	0.7%
CCC(C(=O)NCc1cccs1)n1nc(C)n2c(cc3occc32)c1=O (configuration not stated)	-3.7%	3.7	9.0%	0.4%	0.7%	-0.6%	3.4%	-1.1%	-0.5%	9.4%	0.9%
CCOP(=O)(OCC)/C(C#N)=C/c1ccc([N+](=O)[O-])cc1	0.3%	-9.3	-5.2%	-5.2%	0.5%	-5.3%	-9.5%	1.4%	-7.8%	0.2%	3.1%
FC(F)(F)c1ccccc1NC(=S)N1CCN(c2ncccn2)CC1	0.2%	-3.6	?	15.8%	-0.6%	7.7%	-0.8%	-9.8%	-8.4%	1.9%	2.1%
Cc1c(C(=O)N(C)CCn2ccnc2C)oc2c(F)cccc12	-1.4%	-12.4	-3.2%	5.0%	-0.9%	-4.9%	0.5%	-0.7%	-0.3%	6.9%	0.6%
COC(=O)c1c(NC(=O)CSc2nnc(-c3cccnc3)n2Cc2ccco2)sc(C)c1C	1.3%	23.6	?	-41.1%	0.3%	-14.2%	-0.3%	2.0%	-3.0%	?	-6.6%
COc1ccc(-c2cc(=O)oc3cc4occ(C)c4cc23)cc1	-1.3%	-21.2	?	-5.2%	0.0%	-1.5%	1.5%	·	0.4%	11.2%	0.1%
CCN=C(NCC)SC1CC(=O)N(c2ccc(F)cc2)C1=O (configuration not stated)	-48.5%	2.2	-10.6%	14.9%	-0.3%	0.3%	0.8%	7.6%	-1.6%	-5.6%	-0.2%
O=C(c1ccc(Cl)c(S(=O)(=O)N2CCCCCC2)c1)N1CCN(c2ccccc2O)CC1	-58.4%	-10.4	16.4µM*	-6.3%	0.1%	-6.4%	-3.6%	-2.2%	-4.9%	8.5%	-0.2%
